Screening results (PubChem)
Pin1 inhibitor: inhibitors of human Pin1 | Q13526 | 390,000 tested, 0.009% active | Potency, µM (top dose mostly 115 µM), without a hit: at the top dose activity, negative = inhibition, actives largely listed as inhibitors | Pin1 FP peptide displacement, HiFluor488, 10 min; active means well fitted inhibition curve with a large enough effect in the polarisation, with a control signal flat, not every such curve was filed as active; inconclusive means small, poorly fitted or top-dose-only effect, or effect the other way, or a change in a side signal; inactive means no such curve, though single readings can be large or run the other way; the % refers to the polarisation; further: potency means the concentration at half of the fitted maximal effect; on the % scale 0 is the no-effect control and ±100 the full control effect
Target sequence (Q13526 whole entry, looked up): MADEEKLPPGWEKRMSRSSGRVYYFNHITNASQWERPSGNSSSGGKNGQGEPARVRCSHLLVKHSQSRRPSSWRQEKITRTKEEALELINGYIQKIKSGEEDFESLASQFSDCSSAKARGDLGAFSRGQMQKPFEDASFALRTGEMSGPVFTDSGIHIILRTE
TRHR agonist: agonists of human TRH receptor | P34981 | TRHR cells, calcium flux fluo-8, FDSS agonist mode | activation, % at 2 µM | 360,000 tested, 0.18% active | AID 493084; in the data active means activation above about 30%; further: 0% is about no effect
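TRHR-expressing cells loaded with fluo-8 calcium dye; 23 nL library compound pin-transferred, kinetic FDSS fluorescence (Ex 480/Em 530) recorded about 180 s for agonist-induced calcium release, before a 10 nM TRH EC20 addition for potentiator mode.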
D2 ag: activates the human D2 dopamine receptor. HEK293 T-REx D2 cells, calcium flux agonist mode. activation, % at 2 µM. 340,000 tested, 0.53% active. AID 485358;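 active means activation over 3 SD above normal in the single-dose calcium agonist read, cut at about 30% in these data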; further: 0% is about no effect
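Tetracycline-induced HEK293 T-REx cells with force-coupled D2 receptor, plated overnight at 30 C, loaded with no-wash calcium dye. After a 10 s baseline, compound was pin-added and calcium flux read kinetically for 180 s; calcium rises flagged agonists.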
D2 antag: antagonists of human D2 dopamine receptor. AID 485344. P14416. HEK293 TREx D2 cells, calcium flux, dopamine EC80. inhibition, % at 10 µM. 340,000 tested, 2% active; in the data active means inhibition above about 30%; further: 0% is about no effect
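Overnight-induced (tetracycline, 30 C) HEK293 T-REx cells carrying force-coupled D2 receive a no-wash calcium dye, then compound, then EC80 dopamine at 180 s; signals are read kinetically throughout.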
TrxR1 substrate: rat thioredoxin reductase 1 substrate activity. O89049. purified TrxR1 substrate turnover, NADPH consumption readout. Potency, µM (titrated, usually from 114 µM), inactives show top-dose activity change, negative = substrate turnover. 390,000 tested, 0.01% active. AID 588456; further: potency means the concentration at half of the fitted maximal effect; on the % scale 0 is the no-effect control and ±100 the full control effect; nearly all actives have a fitted effect of over 50% in size
Target sequence (O89049 whole entry, looked up): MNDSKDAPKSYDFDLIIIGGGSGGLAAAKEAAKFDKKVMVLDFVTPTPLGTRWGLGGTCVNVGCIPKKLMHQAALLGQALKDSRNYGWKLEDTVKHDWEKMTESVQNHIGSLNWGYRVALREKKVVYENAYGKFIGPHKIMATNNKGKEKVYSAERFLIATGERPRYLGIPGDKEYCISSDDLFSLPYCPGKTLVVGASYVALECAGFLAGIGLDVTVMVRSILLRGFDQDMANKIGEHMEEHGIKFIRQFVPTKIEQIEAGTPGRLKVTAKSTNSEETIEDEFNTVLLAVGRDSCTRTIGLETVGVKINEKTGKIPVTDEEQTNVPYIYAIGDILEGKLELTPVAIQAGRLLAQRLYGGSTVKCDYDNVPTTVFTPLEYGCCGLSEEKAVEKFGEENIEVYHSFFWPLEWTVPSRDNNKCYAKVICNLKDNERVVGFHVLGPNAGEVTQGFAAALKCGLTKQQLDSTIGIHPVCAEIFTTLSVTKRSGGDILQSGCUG
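Rat TrxR1, dispensed at 90 nM, was prereduced with 400 uM NADPH (final) for 5 min at ~22 deg C, then incubated with compound 15 min before 400 uM selenite. A first-read NADPH fluorescence drop versus no-compound background flagged substrates.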
TRHR enhancer: TRH receptor (human) allosteric enhancement; P34981; TRHR cells, fluo-8 calcium fluorescence, EC20 TRH enhancement; enhancement, % at 2 µM; 360,000 tested, 0.66% active; AID 493056; in the data active means enhancement above about 30%; further: 0% is about no effect
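TRHR-expressing cells loaded with fluo-8 calcium dye were read kinetically (ex 480/em 530) during compound addition, then stimulated with an EC20 of TRH (10 nM final). Enhancement of the Gq-mediated intracellular calcium response was scored.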
IDH1 R132H inh: human IDH1 R132H inhibition. O75874. IDH1-R132H enzyme, NADPH consumption, diaphorase/resazurin fluorescence. Potency, µM (series often up to 76.6 µM), for inactives: at the top dose activity change, negative = inhibition, hits mostly inhibitors. 390,000 tested, 0.093% active. AID 602179; further: potency means the concentration at half of the fitted maximal effect; on the % scale 0 is the no-effect control and ±100 the full control effect; nearly all actives have a fitted effect of over 65% in size
Target sequence (O75874 whole entry R132H, stated change not applied): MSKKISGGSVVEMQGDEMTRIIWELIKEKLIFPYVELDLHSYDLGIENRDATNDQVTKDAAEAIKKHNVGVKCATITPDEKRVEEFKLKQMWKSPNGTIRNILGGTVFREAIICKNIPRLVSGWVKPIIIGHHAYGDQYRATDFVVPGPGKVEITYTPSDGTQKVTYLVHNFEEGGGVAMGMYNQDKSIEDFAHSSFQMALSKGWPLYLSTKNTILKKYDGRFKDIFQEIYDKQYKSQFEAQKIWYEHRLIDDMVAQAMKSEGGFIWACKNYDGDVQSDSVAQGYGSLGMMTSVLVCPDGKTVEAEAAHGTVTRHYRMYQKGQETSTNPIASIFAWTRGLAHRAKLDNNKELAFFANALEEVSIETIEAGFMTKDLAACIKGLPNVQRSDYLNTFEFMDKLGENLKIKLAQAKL
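IDH1-R132H (0.5 ug/mL) preincubated 30 min with compound, then NADPH (0.016 mM) and alpha-KG (2 mM) added; 80 min at RT, pH 7.5. Remaining NADPH coupled via diaphorase/resazurin to fluorescence (540/590 nm); concentration-response curves normalized to no-enzyme control.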
rTrxR1 inhibitor: rat TrxR1 inhibition | O89049 | recombinant rTrxR1, NADPH fluorescence consumption, selenite substrate | Potency, µM (titrated, usually from 114 µM), without a hit: at the highest dose activity change, negative = inhibition, hits mostly inhibitors | 390,000 tested, 1% active; further: potency means the concentration at half of the fitted maximal effect; on the % scale 0 is the no-effect control and ±100 the full control effect; nearly all actives have a fitted effect of over 65% in size
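Rat TrxR1 (90 nM in the dispensed reagent) was pre-reduced with 400 uM NADPH for 5 min at room temperature, then incubated with compound for 15 min. After 400 uM selenite was added, NADPH fluorescence (Ex 340/Em 450 nm) was followed for 8 min.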
USP1 inh: blocks the human USP1/UAF1 deubiquitinase complex; Potency, µM (series often up to 57.1 µM), inactives show at the top dose activity change, negative = inhibition, most hits filed as inhibitors; recombinant USP1/UAF1, Ub-Rhodamine cleavage fluorescence; 390,000 tested, 0.23% active; further: potency means the concentration at half of the fitted maximal effect; on the % scale 0 is the no-effect control and ±100 the full control effect; nearly all actives have a fitted effect of over 60% in size; inactives centre near -12
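Step one: compound is pinned into 1nM USP1/UAF1 in HEPES pH 7.8 buffer with TCEP. Step two: 15 min room-temperature incubation. Step three: Ub-Rho (150nM final) starts cleavage, tracked by fluorescence over six one-minute reads.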
* hit, by the source's call; ? = inconclusive; / = no result given; [ ] = another dose, or the depositor's remark. Unless noted, the call rests on the fitted dose curve; in most records, active means well fitted inhibition curve with a large enough effect; inconclusive means small, poorly fitted or top-dose-only effect; inactive means no such curve, though single readings can be large or run the other way.

cpd | molecule | Pin1 inhibitor | TRHR agonist | D2 ag | D2 antag | TrxR1 substrate | TRHR enhancer | IDH1 R132H inh | rTrxR1 inhibitor | USP1 inh
1 | Cc1ccc(NC(=S)NCC23C=CC(O2)C2C(=O)N(c4ccc(C)cc4)C(=O)C23)cc1 (stereo not drawn) | 14% | -1.1 | 0.2 | -5 | 1% | -2 | 2% | 10µM* | -5%
2 | O=C(CNC(=O)c1ccc2c(c1)OCO2)Nc1cccc(Br)c1 | -1% | -0.1 | 0.0 | 9 | 1% | 8 | -1% | 26% | -9%
3 | O=C(COC(=O)CCN1C(=O)/C(=C\C=C\c2ccccc2)SC1=S)Nc1ccc(Br)cc1 | ? | 0.9 | 1.2 | -3 | -3%[57.1 µM] | -2 | -4% | -14%[57.1 µM] | -21%
4 | Cc1csc2c(N3CCN(C(=S)Nc4ccc(F)cc4F)CC3)ncnc12 | -4% | 0.7 | 0.5 | 0 | 5%[57.1 µM] | 4 | 2% | 6% | 6%
5 | COc1ccc(C(=O)c2ccccc2)c(OCC(=O)NC2CC2)c1 | -11% | -0.4 | -0.2 | -37 | 6% | -4 | 9% | 34% | -25%
6 | Cc1ccccc1C(=O)NN1CC(C(=O)OCc2ccc(Cl)c(Cl)c2)CC1=O (stereo not drawn) | -9% | -1.4 | -1.2 | -18 | 0% | -3 | 3% | 21% | -21%
7 | CCOc1ccc(NC(=O)CC2C(=O)N(c3ccc(OC)cc3)C(=O)N2C2CCCCC2)cc1 (stereo not drawn) | 4% | 1.3 | 1.0 | / | -5% | 2 | 0% | 10% | -24%
8 | Cc1cc(C)nc(NN2C(=O)/C(=C/c3ccccc3)SC2=S)n1 | 1% | 0.4 | -0.5 | 2 | 3% | 0 | 0% | 14% | -15%
9 | Cc1cc(C)cc(NC(=O)c2sc3nc4n(c(=O)c3c2C)CCC4)c1 | 0% | -2.4 | 0.2 | 17 | ? | -2 | -6% | 6% | -25%
10 | COc1ccc(CCNC(=O)CS(=O)(=O)Cc2nc(-c3ccccc3Cl)oc2C)cc1OC | -5% | -0.4 | -0.5 | 1 | 11%[57.1 µM] | -3 | 2% | 11%[57.1 µM] | -26%
11 | Cc1occc1-c1nnc(SCC(=O)O)n1-c1ccccc1 | ? | 0.3 | -2.4 | -13 | 2% | -8 | -8% | 13% | -25%
12 | Cn1nc(C#N)c(=O)[nH]c1=O | 4% | / | / | / | 10%[57.1 µM] | / | -7% | -17%[57.1 µM] | -18%

Some of the entries so far, with two lines to a compound.
Below each compound – Pin1 inhibitor | TRHR agonist | D2 ag | D2 antag | TrxR1 substrate | TRHR enhancer | IDH1 R132H inh | rTrxR1 inhibitor | USP1 inh
5. COc1ccc(C(=O)c2ccccc2)c(OCC(=O)NC2CC2)c1
→ -11% | -0.4 | -0.2 | -37 | 6% | -4 | 9% | 34% | -25%
6. Cc1ccccc1C(=O)NN1CC(C(=O)OCc2ccc(Cl)c(Cl)c2)CC1=O (stereo not drawn)
→ -9% | -1.4 | -1.2 | -18 | 0% | -3 | 3% | 21% | -21%

Following part.
cpd | molecule | Pin1 inhibitor | TRHR agonist | D2 ag | D2 antag | TrxR1 substrate | TRHR enhancer | IDH1 R132H inh | rTrxR1 inhibitor | USP1 inh
13 | COc1ccc(C(=O)NCC(=O)N/N=C/c2ccc([N+](=O)[O-])s2)cc1OC | -2% | 1.1 | -0.3 | 26 | -6% | 0 | 19% | ? | -8%
14 | O=C1c2ccsc2SCCN1Cc1c(F)cccc1Cl | 3% | -0.6 | -1.1 | -2 | -1% | -5 | 13% | 12% | 6%
15 | COc1cccc(C2CCCN2Cc2nc(CCC(C)C)no2)c1 (stereo not drawn) | 1% | -0.4 | -1.0 | 22 | -11% | -6 | -7% | -27% | -5%
16 | Nn1c(SCC(=O)NC2CCCc3ccccc32)nnc1-c1ccc(Cl)cc1Cl (stereo not drawn) | / | -0.2 | -1.6 | 6 | / | -2 | / | / | /
17 | Cc1cc(C)nc(NS(=O)(=O)c2ccc(NC(=O)c3ccco3)cc2)n1 | -2% | -0.1 | 0.4 | -10 | 8%[57.1 µM] | 7 | 0% | 11%[57.1 µM] | -16%
18 | CC1Oc2ccccc2N(CC(=O)Nc2ccccc2F)C1=O (stereo not drawn) | 1% | 0.0 | -0.9 | -5 | 2%[57.1 µM] | 1 | -5% | -5%[57.1 µM] | 3%
19 | O=S(=O)(c1ccccc1C(F)(F)F)N1CCC(n2cnc3ccccc32)CC1 | 4% | -0.5 | -0.9 | 5 | -3% | 1 | 7% | 3% | -6%
20 | Cc1ccc(NCCNc2ccc(C)cc2)cc1 | -3% | 0.7 | 0.0 | 13 | 7% | -4 | 6% | 17% | -10%
21 | CCOc1cc(/C=N/NC(=O)c2cc(C)n(-c3ccc(F)cc3)c2C)ccc1O | 3% | -0.2 | 0.6 | 10 | -13% | 6 | -10% | -22% | -15%
22 | O=C1CCCc2cc(S(=O)(=O)NCC3CCC(C(=O)Nc4ccc(Cl)cc4)CC3)ccc2N1 (stereo not drawn) | 28% | 0.6 | -0.4 | / | -6%[57.1 µM] | 3 | 14% | 14%[57.1 µM] | 5%
23 | COc1cccc(CNC(=O)COC(=O)c2cc([N+](=O)[O-])ccc2N2CCCC2)c1 | 10% | 2.6 | 0.0 | 0 | -7% | -5 | 3% | 3% | -12%
24 | CCn1cc(C(=O)N2CCN(c3cccc(Cl)c3)CC2)c(=O)c2cc(S(=O)(=O)N3CCOCC3)ccc21 | 0% | -0.1 | 1.1 | / | -3% | 0 | 5% | 10% | -7%
25 | O=C(CCSc1ccccc1)N1CCCC1 | 0% | 0.3 | -1.9 | -12 | 9%[57.1 µM] | 2 | 1% | 15%[57.1 µM] | 1%
26 | COc1ccc(NC(=O)CSc2n[nH]c(-c3ccccc3)n2)cc1S(N)(=O)=O | -4% | 0.6 | 0.0 | -18 | -1% | 9 | -6% | 18% | -6%
27 | O=C(CSc1nc2ccccc2o1)N/N=C/c1ccc(C(=O)O)cc1 | 2% | 0.0 | 2.3 | 14 | -3% | 5 | 6% | 7% | -11%
28 | CC1CN(C(=O)c2ccc(Cl)c(S(=O)(=O)NCc3ccco3)c2)CC(C)O1 (stereo not drawn) | 0% | -0.2 | 0.4 | -3 | 9% | -5 | 12% | 41%[activator] | -12%
29 | COc1ccccc1NC(=O)Nc1ccccc1N1CCOCC1 | 0% | 0.2 | / | / | 1% | -3 | -2% | 13% | -15%
30 | O=C(CSCc1c(Cl)cccc1Cl)NN1C(=O)c2ccccc2C1=O | -3% | 0.1 | 0.6 | -21 | -1% | 2 | 2% | 17% | -6%
31 | CSc1cc(-c2ccccc2)n(C)c(=O)c1C#N | -3% | 0.3 | 1.2 | -12 | 3%[57.1 µM] | 3 | 5% | 7%[57.1 µM] | ?
32 | Cc1ccc(OCC(=O)Oc2cccc(C)c2)cc1 | 0% | / | / | / | -5% | / | -1% | 7% | -22%
33 | CC(C)NC(=O)CN(C(=O)CCC(=O)Nc1nccs1)c1ccc(C(C)C)cc1 | 0% | 0.8 | 0.3 | -10 | -2% | 2 | 1% | -11% | -14%
34 | Cc1cccc(Cc2nnc(CCC(=O)NCc3cn4ccccc4n3)o2)c1 | 0% | -0.4 | -0.5 | 13 | 17% | -3 | -2% | 13% | -13%
35 | COc1cc(NC(=O)c2ccccc2)c(OC)cc1NC(=O)CN1C(=O)NC2(CCCCC2C)C1=O (stereo not drawn) | -1% | 0.5 | -0.6 | 8 | 2% | -3 | 0% | 10% | ?
36 | CCOC(=O)CSc1nc(=O)n2ccccc2n1 | -5% | 0.3 | 0.4 | -16 | -12% | 12 | -2% | -14% | -1%
37 | COc1ccc(OCC(=O)OCC(=O)c2ccc(OC)c(F)c2)cc1 | 1% | -0.8 | -0.5 | 12 | -2% | -1 | 0% | 5% | -10%
38 | Cc1cc(C)n(-c2ccc(C(=O)Nc3ccc(N4CCOCC4)cc3)cc2)n1 | 3% | 0.5 | -3.0 | 10 | -6% | 0 | -1% | -2% | -26%
39 | Cc1cc[n+](CC(=O)c2ccccc2)c2ccccc12 | -1% | 0.2 | -0.2 | 11 | 9%[57.1 µM] | -4 | 0% | 12%[57.1 µM] | -10%
40 | CC(=O)Oc1c(C(=O)c2nnc(C)o2)c(=O)n(C)c2ccccc12 | 0% | 0.6 | 1.5 | -7 | 21% | 17 | 5% | -3% | -18%
41 | O=C(NC(CC(=O)N1CCCC(C(F)(F)F)C1)c1ccccc1)c1ccccc1Cl (stereo not drawn) | -2% | 2.5 | -0.3 | 6 | -2% | 33* | -6% | -1% | -17%
42 | C[C@H]1CN=C(Nc2ccccc2)N1CCC1CCCC1 | 0% | 1.2 | 0.5 | 10 | -7%[57.1 µM] | 0 | 1% | 14%[57.1 µM] | -23%
43 | COc1cc(NC(=O)c2cc3nc(-c4ccc(C)cc4)cc(C(F)(F)F)n3n2)cc(OC)c1OC | -3% | -0.5 | -1.0 | / | -12% | 9 | 0% | -6% | -1%
44 | Cc1ccc(NC(=O)CCNC(=O)c2ccc(Br)cc2)cc1S(=O)(=O)N1CCCCCC1 | 53%[activator] | 0.4 | 0.1 | 3 | -7% | -7 | 2% | -5% | -17%
45 | O=C(c1ccco1)N1CCN=C1SCc1cccc(F)c1 | 6% | 0.2 | 0.7 | -6 | -5% | 4 | -11% | 0% | 7%
46 | O=C(Nc1ccc(F)cc1F)c1c(C(F)(F)F)ccnc1Oc1ccc(Cl)cc1 | 0% | 0.2 | 0.1 | 24 | 1%[57.1 µM] | -8 | -3% | 16%[57.1 µM] | 2%
47 | Cc1c(C(=O)OC(C)C)[nH]c2c1C(=O)CC(C)(C)C2 | -3% | -0.2 | -0.5 | -18 | -1% | -2 | 1% | 14% | -3%
48 | O=C(CNS(=O)(=O)c1c(Cl)cccc1Cl)OCC(=O)c1ccc[nH]1 | -125% | 0.7 | 1.4 | 10 | 2% | 8 | -5% | -8% | -18%
49 | Cc1nnsc1C(=O)N/N=C/c1ccccc1Cl | 0% | -1.3 | 1.4 | -8 | 5%[57.1 µM] | -4 | 0% | / | -2%

These rows are one share of the data, so the mix of outcomes need not match the whole.
